EPAC2 ag: agonists of human EPAC2 (RAPGEF4) | AID 720711 | Potency, µM (titrated, usually from 154 µM), for inactives: at the top dose activation, hits mostly activators | 0.079% of 360,000 active | EPAC2 activation, biochemical qHTS; response scale: 100% = 6.5 mM cAMP response; also: potency is read from the fitted curve at half-maximal effect; nearly all actives have a fitted effect of over 50% in size
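In this primary screen, activation is scored as increased exchange of BODIPY-GDP from Rap1B by 100 nM EPAC2, with 50 uM GDP as competitor. Signal is normalized to the 6.5 mM cAMP agonist control.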
PTHR1 ag: activates the human parathyroid hormone receptor PTHR1; HEK293 GP2 PTHR1 cells, GloSensor cAMP luminescence, 1 h; Q03431; Potency, µM (doses to about 115 µM), inactives show at the highest dose activation, usual class: activators; AID 743266; 0.075% of 410,000 active; also: potency is read from the fitted curve at half-maximal effect; nearly all actives have a fitted effect of over 55% in size; some results filed as inactive show a strong effect at the top dose; inactives centre near -15; many of its hits are not listed in these tables
Target sequence (Q03431 whole entry, looked up): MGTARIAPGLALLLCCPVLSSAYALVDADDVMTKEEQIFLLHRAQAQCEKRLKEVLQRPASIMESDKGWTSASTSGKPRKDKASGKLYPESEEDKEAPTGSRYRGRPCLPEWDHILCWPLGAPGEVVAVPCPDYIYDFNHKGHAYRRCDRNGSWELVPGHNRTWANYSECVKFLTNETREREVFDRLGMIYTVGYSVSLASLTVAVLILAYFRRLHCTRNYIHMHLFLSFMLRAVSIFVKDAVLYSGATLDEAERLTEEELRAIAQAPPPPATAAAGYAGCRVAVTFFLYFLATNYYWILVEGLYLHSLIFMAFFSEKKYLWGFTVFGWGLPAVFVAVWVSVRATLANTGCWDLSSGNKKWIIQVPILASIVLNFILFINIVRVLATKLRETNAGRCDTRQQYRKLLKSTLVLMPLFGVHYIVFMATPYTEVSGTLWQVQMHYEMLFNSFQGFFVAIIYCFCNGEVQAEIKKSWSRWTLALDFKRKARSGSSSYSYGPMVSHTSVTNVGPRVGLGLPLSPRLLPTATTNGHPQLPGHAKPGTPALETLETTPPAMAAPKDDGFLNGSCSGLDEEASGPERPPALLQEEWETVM
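HEK-293-derived GP2 cells expressing PTHR1 and a GloSensor cAMP reporter, 3,000/well, plated overnight, given luciferin plus IBMX (each 0.5 mM as added) for 1 h at 37 °C, then compound for 1 h at 37 °C. Luminescence was read after 15 min at room temperature.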
CCT chaperon mod: modulators of cytosolic chaperonin (CCT/TRiC) activity | activity change, % (concentration not given with the values), hits read low | purified chaperonin ATPase assay, HTRF ADP detection, 30 min | 0.3% of 360,000 active; in the data active = activity change below about -30%; also: % is scaled to controls: 0 for no effect and ±100 for the full control effect
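We incubate TRiC, 40 or 20 nM final, with library compounds at 76 uM and 10 uM ATP for 30 min at 37 °C. ADP formed is detected with Transcreener HTRF reagents after 30 min at room temperature.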
pAkt inh: inhibitors of Akt phosphorylation; activity change, % for hits at 50 µM; Neuro2A IGF-stimulated pAkt S473 HTRF, 20 min; hits give low values; 0.32% of 360,000 active; in the data active = activity change below about -80%; inconclusive = mostly about -51% to -80%; also: % is scaled to controls: 0 for no effect and ±100 for the full control effect
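Single-point screen (50 µM final compound) in Neuro2A cells stimulated 20 min with 6 nM IGF at 37 deg C. After lysis, Ser473-phosphorylated Akt read by HTRF (ex 330 nm, em 615/665 nm) as the 665/615 ratio.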
EPAC2 antagonist: antagonists of human EPAC2; 0.18% of 360,000 active; Potency, µM (highest dose often 114 µM), without a hit: at the top dose activity, negative = inhibition, most hits filed as inhibitors; Q8WZA2; EPAC2 GEF exchange of Rap1B-BODIPY-GDP, fluorescence; also: potency is read from the fitted curve at half-maximal effect; % is scaled to controls: 0 for no effect and ±100 for the full control effect; nearly all actives have a fitted effect of over 45% in size; many of its hits are not listed in these tables
MmCpn inh: blocks the Methanococcus maripaludis chaperonin Mm-Cpn | Potency, µM (titrated, usually from 76.9 µM), without a hit: at the top dose activity, negative = inhibition, hits mostly inhibitors | purified Mm-Cpn ATPase, ADP Transcreener TR-FRET | 0.031% of 330,000 active; also: potency is read from the fitted curve at half-maximal effect; % is scaled to controls: 0 for no effect and ±100 for the full control effect; nearly all actives have a fitted effect of over 80% in size
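ATP (10 uM final) was added to archaeal chaperonin (25 nM final) after 10 min exposure to test compound at 37°C; after 30 min further incubation, ADP was detected by competitive TR-FRET.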
DRD3 antagonist: antagonists of human D3 dopamine receptor. D3R cells, DiscoveRx beta-arrestin luminescence, antagonist mode; hits give low values. max response, negative = inhibition, %. 2.5% of 360,000 active; in the data active = max response below about -50%; inconclusive = no clear call, values can overlap the other calls; also: % is scaled to controls: 0 for no effect and ±100 for the full control effect; mostly tested at two doses, the higher about 12 µM
Target sequence (P35462 whole entry, looked up): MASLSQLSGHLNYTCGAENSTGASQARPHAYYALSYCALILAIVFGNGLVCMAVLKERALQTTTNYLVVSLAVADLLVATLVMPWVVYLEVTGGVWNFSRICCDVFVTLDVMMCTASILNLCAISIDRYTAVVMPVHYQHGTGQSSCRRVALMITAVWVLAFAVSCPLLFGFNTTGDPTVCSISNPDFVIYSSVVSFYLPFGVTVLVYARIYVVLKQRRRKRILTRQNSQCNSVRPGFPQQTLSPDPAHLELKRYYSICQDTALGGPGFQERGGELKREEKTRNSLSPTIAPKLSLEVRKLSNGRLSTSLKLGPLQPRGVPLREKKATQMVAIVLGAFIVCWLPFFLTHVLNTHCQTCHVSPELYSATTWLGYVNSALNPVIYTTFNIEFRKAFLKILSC
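Cells expressing the human receptor were seeded at 1500 cells/well, incubated overnight at 37 degrees C in 5% CO2, then exposed to library compounds with dopamine controls for 90 minutes at 37 degrees C before luminescent detection.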
DRD3 agonist: activates the human D3 dopamine receptor. D3R DiscoveRx beta-arrestin cells, luminescence, 90 min. AID 652048. P35462. 0.58% of 410,000 active. max activation, %; in the data active = max activation above about 30%; also: 0% is about no effect; mostly tested at two doses, the higher about 12 µM
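Agonist-mode cell screen: cells plated at 1500/well and incubated overnight at 37 °C, then exposed to library compounds for 90 min at 37 °C. Detection reagent was added for 30–60 min at room temperature, and luminescence was read.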
* marks the source's active call; other numbers are inactive results; i = inactive; ? = inconclusive; . = not tested or not shown; & = joins results of further samples; [ ] = another dose, or the depositor's remark. Unless noted, calls follow the shape of the dose curve; as a rule, active = well fitted curve in the direction sought with a large enough effect; inconclusive = small, poorly fitted or top-dose-only effect, or another doubt; inactive = no such curve, though single readings can be large; an effect the other way counts as inactive or inconclusive.

SMILES	EPAC2 ag	PTHR1 ag	CCT chaperon mod	pAkt inh	EPAC2 antagonist	MmCpn inh	DRD3 antagonist	DRD3 agonist
CC(C)CN(C(=O)c1ccc(F)cc1F)c1c(N)n(CC(C)C)c(=O)[nH]c1=O	-10%	i	-0.9	i	23%	0%	12	1
Cc1cc2nnc(SC(C)C)n2c2ccccc12	5%	-47%[inhibitor][57.5 µM]	-2.9	i	-1%	-3%	0	3
O=c1nc(N2CCCC2)nc(N2CCCC2)[nH]1	3%	-13%	2.3	i	-10%	1%	22	3
CCCN(CCC)Cc1cc2ccccc2c2c1COC2	-1%	i	-1.8	i	-6%	0%	-64*	-13
Cc1cc(C)c(NC(=O)CS(=O)CC(=O)Nc2ccc(F)cc2F)c(C)c1 (stereo not given)	3%	i	1.6	i	-11%	2%	-11	-5
CCCc1nn2c(=O)cc(CSCC(=O)Nc3nnc(C(C)C)s3)nc2s1	0%	i	-0.3	i	7%	0%	-4	4
Nc1nc(CN2CCN(Cc3ccccc3)CC2)nc(Nc2ccc3c(c2)OCCO3)n1	1%	-11%[57.5 µM]	2.9	i	14%	2%	-59*	0
COc1cc2c3nnc(-c4ccc(F)cc4)c-3cn(Cc3ccc(F)cc3)c2cc1OC	-70%[inhibitor]	4%	-0.8	i	88%[activator]	-1%	-23	-11
Cc1nc(NC(=O)COC(=O)c2ccc(S(=O)(=O)N3CCc4ccccc4C3)cc2)c(Cl)cc1Cl	0%	i	0.5	i	-12%	0%	-8	-11
C(=Cc1cnc2ccccc2n1)c1ccc2c(c1)OCO2	8%	-95%[inhibitor]	-2.8	i	8%	.	0	-1
COc1ccc(S(=O)(=O)N2CCN(c3cccc(C)c3C)CC2)cc1	22%	-22%	0.1	i	-14%	0%	0	-5
COc1ccc(-c2ccc3c(c2)S(=O)(=O)c2cccc(C(=O)NCc4cccc(OC(F)(F)F)c4)c2C3=O)cc1OC	-14%	-83%[inhibitor]	-0.4	i	9%	0%	0	14
CCSc1nnc(NC(=O)C2CSC3(C)CCC(=O)N23)s1 (stereo not given)	1%	i	2.8	i	-3%	1%	9	2
Cc1cc(C(F)(F)F)c2c(n1)sc1c(O)cc(=O)[nH]c12	15%	-7%[57.5 µM]	-3.3	i	-7%	-1%	11	-3
CCN(CC)S(=O)(=O)c1ccc(N2CCOCC2)c(NC(=O)c2ccc(=O)n(C)n2)c1	5%	11%	-1.2	i	1%	1%	8	12
Cc1ccc(-c2cc(C(=O)N3CCCCC3)c3ccccc3n2)cc1C	7%	-2%	-2.6	i	-22%	?	19	1
Cc1ccc(C(=O)CCC(=O)OCC(=O)Nc2nnc(-c3ccccc3)o2)cc1	-1%	i	-1.2	i	12%	-1%	13	-5
CCOC(=O)c1ccc(NC(=S)N2CCN(c3ccc(N4CCOCC4)nn3)CC2)cc1	-2%	-5%	0.4	i	8%	1%	20	5
COC(=O)c1ccc(C2C(C(=O)Nc3ccccc3C)=C(C)Nc3ncnn32)cc1 (stereo not given)	-7%	-23%[57.5 µM]	1.7	i	?	0%	0	7
CC(=O)c1cccc(CN2CCN(CC=C(C)C)C(CCO)C2)c1 (stereo not given)	0%	-4%	-0.6	i	1%	2%	-1	-8
COC(=O)c1cc2cc(OC)ccc2n1C	9%	i	-2.8	i	6%	-14%	-17	2
O=C(CC1CCCC1)N1CCN(S(=O)(=O)c2c(F)cccc2F)CC1	-7%	-32%	0.5	i	-7%	.	11	1
C/C(=N/NS(=O)(=O)c1cccc([N+](=O)[O-])c1)c1c[nH]c2ccccc12	8%	-13%	-0.2	i	-4%	-2%	-3	3
CC(=O)CCS(=O)(=O)c1ccc(C)c(C)c1	2%	i	-0.1	i	0%	0%	2	-1
Cc1cc(C)cc(NC(=O)C2CC3CCC2C3)c1 (stereo not given)	9%	i	1.0	i	8%	2%	1	-11
Cc1ccc(N2CCN(CC(O)COc3cccc4ccccc34)CC2)cc1 (stereo not given)	14%	-26%	0.6	i	-5%	-3%	-23	4
COc1cnn(Cc2ccccc2)c(=O)c1SCc1ccccc1	10%	?	-1.5	i	-14%	-7%	0	2
O=C(O)CCCC(=O)Nc1ccccc1Oc1ccccc1	-7%	i	1.9	i	-1%	-2%	1	-1
Cc1ccc(O)c(N/C=C/C(=O)c2ccc(F)cc2)c1	-4%	-87%[inhibitor]	1.4	i	-3%	-18%	9	7
COc1ccc(C)cc1NS(=O)(=O)c1cn(C)c(=O)n(C)c1=O	4%	i	-2.4	i	13%	-3%	15	1
COc1ccc(NC(=O)c2cc(-c3ccccc3OC)on2)cc1	-3%	-12%[57.5 µM]	-2.5	i	0%	-6%	?	-40
COc1ccc(C(=O)NC(=O)CSc2n[nH]c(N)n2)cc1	-1%	-1%	0.0	i	3%	1%	0	-4
O=C(CCc1ccccc1)Nc1cccc(S(=O)(=O)N2CCOCC2)c1	-4%	-31%[inhibitor]	-35*	i	-7%	0%	12	1
O=C(Cc1ccc(-n2cnnn2)cc1)NC12CC3CC(CC(C3)C1)C2	0%	i	-0.4	i	6%	2%	-1	-2
O=C(O)COc1ccc(/C=C/c2nc3ccc([N+](=O)[O-])cc3s2)cc1	4%	16%	-4.3	i	-25%	-4%	14	-2
CC(=O)c1cccc(CN2CCN(Cc3ccc(F)cc3)C(CCO)C2)c1 (stereo not given)	7%	-24%	-2.1	i	7%	0%	?	-4
O=C(Nc1nc2n(n1)C(c1ccc(F)cc1)CC(c1ccccc1)N2)c1ccco1 (stereo not given)	-1%	-6%	0.9	i	-7%	0%	19	2
CC(C)(C)C(=O)Oc1cc(N)n(S(=O)(=O)c2ccc(F)cc2)n1	-1%	-8%	-1.8	i	-1%	2%	16	-2
Nc1nnnn1CC(=O)N/N=C/c1ccccn1	7%	i	-1.0	i	10%	-5%	9	-3
COc1cc(NC(=O)c2cc(C)on2)cc(OC)c1OC	5%	-6%[57.5 µM]	-0.9	i	4%	-1%	12	10
Cc1sc2ncn(CC(=O)NCCc3ccccc3)c(=O)c2c1C	-12%	i	0.6	i	-5%	0%	6	1
O=C(CNC1CCCC1)Nc1ccc(S(=O)(=O)N2CCCCC2)cc1	7%	i	-1.4	i	0%	0%	0	-12
CN(C)C(CNC(=O)c1ccc(NC(=O)CC#N)cc1)c1ccccc1 (stereo not given)	2%	-9%	0.3	i	5%	-1%	-19	4
Cc1ccc(S(=O)(=O)Nc2nccs2)cc1[N+](=O)[O-]	4%	-17%	0.5	i	-7%	-1%	-9	10
Cc1ccsc1C(=O)N1CCN(c2ncc(C(F)(F)F)cc2Cl)CC1	9%	-33%[inhibitor]	-6.6	i	-9%	.	-1	2
O=C(CC1Sc2ccccc2NC1=O)Nc1cccc(C(=O)O)c1 (stereo not given)	2%	i	-2.9	i	34%[activator]	-1%	-22	-5
C[C@@H](C(=O)CC(=O)OC(C)(C)C)[C@@H](O)c1c(F)cccc1Cl	-5%	-17%	1.3	i	9%	0%	2	0
CC(=O)Cc1nsc(NC(=O)c2ccc(COc3ccccc3)o2)n1	7%	-16%[57.5 µM]	-3.0	i	-8%	-1%	10	-2
CCN(CC)C(=O)CN1C(=O)C2CC=C(Cl)CC2C1=O (stereo not given)	6%	i	-2.5	i	3%	-1%	-8	-5
CN(C)C1(CNC(=O)c2cccc(S(=O)(=O)NCc3ccccc3)c2)CCCCC1	8%	32µM*	1.2	i	-8%	2%	-29	-4
O=C(Nc1ccccc1C(=O)Nc1ccccc1)c1cccs1	-5%	i	-1.1	i	2%	-6%	6	-5
O=C(c1cc(=O)[nH]c2ccccc12)N1CCN(c2ccc([N+](=O)[O-])cc2)CC1	3%	-20%	2.2	i	-1%	1%	4	8
O[C@H]1C[C@H](c2ccccc2)N(CC2CCCCC2)C[C@@H]1n1cc(-c2ccc(F)cc2)nn1	-2%	-38%	-0.9	i	-21%	.	0	-1
NS(=O)(=O)c1cccc(NC(=O)CNC(=O)CC23CC4CC(CC(C4)C2)C3)c1	5%	-12%	-3.7	i	1%	-1%	11	-2
Cc1ccc2nc(/C(C#N)=C/c3ccccc3C(=O)O)[nH]c2c1	-3%	i	-2.9	i	-5%	-1%	8	-1
CC(Oc1ccccc1)C(=O)N1CCC2(CC1)Oc1ccc(F)cc1C(=O)C21CC(c2ccccc2)=NO1 (stereo not given)	5%	-7%	-1.4	i	10%	.	10	18
CCOc1ccc(NC(=O)CCN2CCN(S(=O)(=O)c3cc(Cl)ccc3OC)CC2)cc1	-3%	-12%	-1.3	i	1%	1%	-7	5
COc1ccc(NC(=O)c2cccc(S(=O)(=O)N3CCN(C)CC3)c2)c(OC)c1	1%	-1%	2.6	i	1%	-1%	-1	4
Cc1ccc(C(=O)NNC(=O)c2ccc(S(=O)(=O)N3CCOCC3)cc2)cc1	2%	-10%	0.5	i	2%	0%	5	25
O=S(=O)(Nc1nc2ccccc2nc1NCC1CCCO1)c1cccc(Cl)c1 (stereo not given)	0%	-13%	-1.3	i	-2%	-2%	4	0

Single values from above:
MmCpn inh with O=C(Nc1nc2n(n1)C(c1ccc(F)cc1)CC(c1ccccc1)N2)c1ccco1 (stereo not given) is entered as 0%
DRD3 agonist with COc1cnn(Cc2ccccc2)c(=O)c1SCc1ccccc1 is entered as 2

Next part
SMILES	EPAC2 ag	PTHR1 ag	CCT chaperon mod	pAkt inh	EPAC2 antagonist	MmCpn inh	DRD3 antagonist	DRD3 agonist
Cc1cc(F)ccc1S(=O)(=O)N1CCCOC1CNC(=O)C(=O)NC1CCCC1 (stereo not given)	4%	0%	-7.0	i	16%	-2%	7	2
Cc1ccc2nc(N/N=C\c3ccc([N+](=O)[O-])o3)nc(-c3ccccc3)c2c1	-2%	-35%[inhibitor][57.5 µM]	-0.1	i	-1%	1%	13	-8
CCO[C@@H]1OC(C(=O)NC2CC2)=C[C@H](C2CCCCC2)[C@H]1CCCO	6%	-5%	-0.7	i	-3%	.	-10	7
CCCCC(CC)COC(=O)c1ccc(N(C)C)cc1 (stereo not given)	-6%	i	-0.7	i	-27%	-2%	24	9&2

An excerpt from above, limited to MmCpn inh and DRD3 agonist.
Structure	MmCpn inh	DRD3 agonist
Cc1ccc2nc(N/N=C\c3ccc([N+](=O)[O-])o3)nc(-c3ccccc3)c2c1	1%	-8
CCO[C@@H]1OC(C(=O)NC2CC2)=C[C@H](C2CCCCC2)[C@H]1CCCO	.	7

Assay outcomes: PubChem, National Center for Advancing Translational Sciences (NCATS)

The list is partial; count on the stated rates, not on these rows.
